Assay outcomes from PubChem.
LYP inh 2: inhibitors of human LYP (PTPN22) phosphatase; inhibition, % at 2 µM; recombinant LYP catalytic domain, DiFMUP fluorescence; Q9Y2R2; 0.21% of 96,000 active; AID 640;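 active = inhibition at 2 µM at or above a set limit, the screen mean plus 3 SD, cut at about 24% in these data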;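 also: 0% = DMSO with enzyme and 100% = enzyme fully blocked by orthovanadate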
Target sequence (Q9Y2R2 whole entry, looked up, the tested form may be a part): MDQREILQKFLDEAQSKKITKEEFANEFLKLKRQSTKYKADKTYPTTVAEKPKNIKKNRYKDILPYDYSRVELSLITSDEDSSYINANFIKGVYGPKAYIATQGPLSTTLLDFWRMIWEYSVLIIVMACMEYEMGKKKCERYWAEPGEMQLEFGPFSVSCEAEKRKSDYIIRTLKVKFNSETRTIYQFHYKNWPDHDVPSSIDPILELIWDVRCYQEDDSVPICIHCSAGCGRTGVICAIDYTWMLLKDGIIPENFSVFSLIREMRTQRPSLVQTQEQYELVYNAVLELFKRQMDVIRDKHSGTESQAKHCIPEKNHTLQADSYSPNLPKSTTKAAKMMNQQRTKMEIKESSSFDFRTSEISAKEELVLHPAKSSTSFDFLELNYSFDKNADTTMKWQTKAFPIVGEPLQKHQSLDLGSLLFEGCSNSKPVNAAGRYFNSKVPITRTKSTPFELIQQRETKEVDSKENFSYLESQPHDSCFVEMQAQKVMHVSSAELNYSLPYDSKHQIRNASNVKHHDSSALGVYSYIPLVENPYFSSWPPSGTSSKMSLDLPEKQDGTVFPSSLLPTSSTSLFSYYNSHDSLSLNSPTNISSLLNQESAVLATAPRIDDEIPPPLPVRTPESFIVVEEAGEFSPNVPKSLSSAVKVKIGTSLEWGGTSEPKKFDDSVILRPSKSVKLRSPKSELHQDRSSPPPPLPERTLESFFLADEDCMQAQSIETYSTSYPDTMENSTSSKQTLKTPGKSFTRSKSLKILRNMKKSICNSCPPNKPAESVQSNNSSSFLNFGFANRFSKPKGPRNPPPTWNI
F-actin modifier: alters cytoskeleton assembly in HUVEC cells. 0.18% of 91,000 active. AID 836. inhibition, % at 2 µM. HUVEC TNFa F-actin phalloidin imaging, high content;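 active = inhibition above the batch mean plus 3 SD and confirmed as a hit by visual image inspection, cut at about 30% in these data, passing the limit was not always enough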; also: strong numbers were not always called active
IL1B cytotox: HUVEC cytotoxicity counter-screen, IL-1B stimulated. HUVEC cell count loss, Hoechst imaging. cell count reduction, % at 2 µM. 0.41% of 94,000 active. AID 845;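 active = cell count reduction more than 3 SD above the screen-wide mean, cut at about 70% in these data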;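 also: normalized per plate to untreated control cells as the no-loss baseline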
Calb biofilm kill: kills Candida albicans biofilms; AID 834; 0.14% of 85,000 active; inhibition, % at 6 µM; C. albicans biofilm + clotrimazole, Alamar Blue;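 active = inhibition above 20%; inactive = inhibition below 20%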;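 also: preformed 24 hr biofilms exposed to compound for 48 hr; 0% = biofilm without compound and 100% = blank killed by clotrimazole plus chlorhexidine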
DAT uptake mod: changed human dopamine transporter uptake under cocaine IC80. 1.3% of 110,000 active. Q01959. AID 449768. B-score at 10 µM. LLC-PK1 hDAT cells, [14C]-dopamine uptake with cocaine IC80; actives deviate in either direction;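 active = Z score or B-score, a plate-position-corrected score, falls beyond the plate's 99.7% confidence bounds, in either direction; inactive = both scores lie inside the 99.7% bounds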;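 also: scored against the spread of the other compound wells on the same plate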
VCAM1 TNFa inh: reduces TNF alpha induced VCAM1 expression in HUVEC; 0.48% of 95,000 active; inhibition, % at 2 µM; HUVEC TNFa-induced VCAM-1 immunofluorescence, high-content imaging;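 active = inhibition above the batch mean plus 3 SD, with images confirmed as a hit by eye, cut at about 37% in these data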;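 also: 0% = TNF-stimulated DMSO wells and 100% = unstimulated control wells; not every result past the cut was called active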
HUVEC tox TNFa: toxic to HUVEC cells under TNF alpha stimulation. HUVEC TNFalpha-stimulated, Hoechst cell count, imaging. cell count reduction, % at 2 µM. 0.17% of 93,000 active;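 active = cell count reduction exceeding the screen mean by over 5 SD, scaled to untreated wells per plate, cut at about 78% in these data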;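 also: cells counted after 24 h of TNF alpha exposure following the 1 h pretreatment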
MT1-MMP txn act: MT1-MMP promoter transcription activation; HT1080 MT1-MMP promoter luciferase reporter, luminescence, overnight; stronger effect = higher value; activation factor at 10 µM; 0.16% of 86,000 active; AID 750;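 active = activation factor of at least 2 for MT1-MMP transcription at 10 µM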
Smad3 FoxH1 inh: blocks human Smad3 binding to FoxH1 peptide; TR-FRET Smad3/Dy647-FoxH1 peptide binding, europium anti-His; P84022; 0.29% of 88,000 active; inhibition, % at 25 µM;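 active = compounds that reduce the energy-transfer binding signal between the protein and its labelled peptide by more than half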;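 also: 0% = Smad3 plus labelled peptide maximal FRET and 100% = peptide-only background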
Numbers without * were called inactive; . = no result given. These rows are one share of the data; the hit share may differ from the screen's.

entry	mol	LYP inh 2	IL1B cytotox	F-actin modifier	Calb biofilm kill	MT1-MMP txn act
1	COc1ccc(N=C2SCC(=O)N2c2ccc(OC)cc2)cc1	9	7	-7	6	1.2
2	O=C(NCCCN1CCOCC1)c1ccc(S(=O)(=O)N2CCOCC2)cc1	.	.	.	2	1.2
3	COC(=O)C1=C(C)NC(=O)NC1c1ccsc1 (stereo unspecified)	-1	-16	12	3	1.1
4	Cn1c(=O)c2c(nc(CN3CCN(Cc4ccccc4)CC3)n2CCN2CCOCC2)n(C)c1=O	-22	-14	-19	2	1.2
5	O=C(CN1C(=O)c2ccccc2S1(=O)=O)NC1CCCC1	0	-10	4	4	1.3
6	COc1cc(OC)cc(-c2nc3ccccc3s2)c1	0	-4	-21	7	1.6
7	CCCCn1c(SCC(=O)N2CCOCC2)nnc1-c1ccoc1C	-18	86*	-6	-1	1.3
8	CC(C)(C)c1ccc(C(=O)C=[N+]=[N-])cc1	-10	.	-9	2	1.2
9	COc1ccc(OC)c(C2=Nn3c(nnc3-c3cc(OC)c(OC)c(OC)c3)SC2)c1	3	-15	-29	9	1
10	CCN(CC)c1cc2nc(C)n(Cc3ccccc3)c(=O)c2cc1NC(=O)C1CC1	2	-10	-3	3	1.3

entry	HUVEC tox TNFa	DAT uptake mod	Smad3 FoxH1 inh	VCAM1 TNFa inh
1	-9	.	0	-15
2	.	-1.6	3	.
3	-31	-1.3	-11	3
4	-4	-0.42	2	26
5	0	-0.35	1	-2
6	-5	-0.41	0	-3
7	-6	-0.65	-8	-5
8	2	0.043	4	13
9	-7	1.2	0	-12
10	-17	0.2	14	-5

Additional results:
entry	mol	LYP inh 2	IL1B cytotox	F-actin modifier	Calb biofilm kill	MT1-MMP txn act
11	Cc1c(C(=O)O)sc2nc(C)n(C)c(=O)c12	8	-11	4	-3	1.1
12	COc1ccc(C)cc1NC(=O)CN1CCN(C/C=C/c2ccccc2)CC1	6	-30	0	.	.
13	Cc1ccc(OCCn2c(C3CC(=O)N(Cc4ccccc4)C3)nc3ccccc32)cc1 (stereo unspecified)	3	1	19	7	.
14	Cc1ccccc1NC1C=CS(=O)(=O)C1 (stereo unspecified)	-5	37	-17	7	1.1
15	CC1=CC(C)(C)N(S(=O)(=O)c2ccc(C)cc2)c2cc(C)ccc21	-4	28	4	-1	0.4
16	CCCC(C)C(=O)Nc1ccncc1 (stereo unspecified)	-39	-1	-2	4	1.1
17	Cc1ccc(C)c(NC(=O)Cn2nc(-c3ccccc3)nc2-c2ccccc2)c1	5	2	18	.	.
18	CC(=O)Nc1nonc1NC(=O)CSc1ncn[nH]1	-2	-21	6	0	1.1
19	O=C(Cc1ccc(Cl)cc1)Nc1ccccc1N1CCOCC1	11	-12	4	4	1.1
20	Cc1cccc(NC(=O)CSc2nnc(CCCCCNC(=O)OC(C)(C)C)o2)c1C	2	4	18	-1	1

entry	HUVEC tox TNFa	DAT uptake mod	Smad3 FoxH1 inh	VCAM1 TNFa inh
11	-9	-0.5	-1	7
12	-12	0.97	.	-12
13	-25	1.5	4	-6
14	-6	-0.76	-10	-8
15	58	-2*	-21	38*
16	-22	0.015	0	-33
17	-10	-0.24	.	8
18	-32	-0.32	6	10
19	-5	-1.1	3	-5
20	-44	0.37	-11	17

Later entries
entry	mol	LYP inh 2	IL1B cytotox	F-actin modifier	Calb biofilm kill	MT1-MMP txn act
21	O=C(O)c1cccc(NS(=O)(=O)/C=C/c2ccccc2)c1	-26	9	0	.	.
22	CC(Oc1ccccc1F)C(=O)NCCN1CCCCC1 (stereo unspecified)	-8	-4	-1	2	1.2
23	O=C(CCCC(=O)N(c1ccc2c(c1)OCCO2)C(C(=O)NC1CCCCC1)c1ccc(F)cc1)Nc1ccccn1 (stereo unspecified)	4	-17	-1	.	.
24	Cc1ccc(CNC(=O)CCc2c(C)nc3ncnn3c2C)cc1	-7	15	-22	-3	1.1
25	Cc1cccc(N2CC(C)Cn3c2nc2c3c(=O)n(CC(=O)OCc3ccccc3)c(=O)n2C)c1 (stereo unspecified)	6	-23	38	-4	1.2
26	Cn1c(=O)n(CC(=O)NCc2cccnc2)c2ccccc21	1	22	13	-2	1.1
27	CCOP(=O)(c1ccc(N(C)C)cc1)C(O)c1ccccc1 (stereo unspecified)	-4	-11	5	8	1.1
28	O=C(Nc1ccc(F)cc1)N1CCn2c(nc3ccccc32)C1	0	-14	2	4	1.1
29	CCN(CC)CCCNc1nc2cc(OC)c(OC)cc2c2nc(-c3cccnc3)nn12	1	3	12	8	1.1
30	c1cc(-c2nnc3n2CCCCC3)ccn1	-6	-4	-58	-2	1.2

entry	HUVEC tox TNFa	DAT uptake mod	Smad3 FoxH1 inh	VCAM1 TNFa inh
21	-3	-0.043	.	-20
22	-19	-1.4	0	-22
23	-10	-0.19	.	3
24	38	-0.74	0	-17
25	-12	1.4	0	-1
26	-12	-0.3	11	4
27	-35	-0.71	-5	9
28	-9	-0.029	5	9
29	-37	-0.031	-13	2
30	0	-0.99	-4	9

Values by screen from the list:
Nos. 3–10 in LYP inh 2 read -1, -22, 0, 0, -18, -10, 3, 2
Nos. 3–10 in Calb biofilm kill read 3, 2, 4, 7, -1, 2, 9, 3

Next part
entry	mol	LYP inh 2	IL1B cytotox	F-actin modifier	Calb biofilm kill	MT1-MMP txn act
31	CC(C)COC(=O)C(C#N)c1nc2ccccc2nc1N1CCN(Cc2ccccc2)CC1 (stereo unspecified)	14	6	-2	10	1
32	CCOC(=O)c1cc2c(=O)n3ccccc3nc2n(Cc2ccccc2)c1=N	-11	3	28	8	1.1
33	CC(O)CNc1nc2ccccc2n1-c1ncnc2sc3c(c12)CCC3 (stereo unspecified)	1	0	33	1	1.1
34	CCn1c(SCC(=O)c2ccc3ccccc3c2)nnc1-c1cccs1	-1	-44	-13	2	1.1
35	CCOC(=O)C1CCN(CC(O)COc2ccc(C(C)(C)CC)cc2)CC1 (stereo unspecified)	.	.	.	6	1.3
36	CC(NC(=O)C1CCCN(C(=O)N(C)C)C1)c1ccccc1 (stereo unspecified)	1	12	10	-1	1
37	COc1ccccc1C(=O)N1CCN(C2CCN(Cc3ccccc3)CC2)CC1	8	-21	-9	1	1.1
38	COc1cc(CNCc2ccccn2)ccc1OCc1c(Cl)cccc1Cl	-5	-19	-5	.	.
39	COc1ccc(NC(=S)NCc2ccco2)cc1	-2	-58	-13	.	.
40	CCCSc1nc2c(cnn2-c2ccc(C)c(C)c2)c(=O)[nH]1	-1	1	17	0	1.1

entry	HUVEC tox TNFa	DAT uptake mod	Smad3 FoxH1 inh	VCAM1 TNFa inh
31	-3	0.76	-2	-7
32	-19	0.15	15	-2
33	1	2.8*	0	-8
34	-19	-0.47	18	5
35	.	-0.96	4	.
36	11	0.53	12	-66
37	-13	-0.01	0	8
38	-8	-0.0019	.	7
39	-17	.	.	2
40	-51	-1	4	16

(cont.)
entry	mol	LYP inh 2	IL1B cytotox	F-actin modifier	Calb biofilm kill	MT1-MMP txn act
41	Cc1cc(N2CCC(N(C)C3CCCC3)CC2)nc2cc(O)ccc12	.	.	.	-3	1.2
42	C=CCn1c(SCC(=O)c2ccc(CNC(C)=O)o2)nc2scc(C3CC3)c2c1=O	0	5	23	-7	1.1
43	Brc1ccc2c(c1)C(c1ccc(N3CCOCC3)cc1)=NNC(c1cccs1)=N2	1	0	22	.	.
44	Cn1c(=O)[nH]c(=O)c2c1nc1n2CCN1Cc1ccccc1	8	-10	4	.	.
45	Cc1c(N=Cc2ccncc2)c(=O)n(-c2ccccc2)n1C	8	-26	2	10	1.1
46	CC1CCC(NC(=O)C2CCC(CNS(=O)(=O)c3cccc4nsnc34)CC2)CC1 (stereo unspecified)	3	-2	-11	9	.
47	C=CCn1c(NC(=O)c2ccccc2Cl)c(C#N)c2nc3ccccc3nc21	3	-19	11	-2	1.1
48	O=C(/C=C/c1ccc([N+](=O)[O-])cc1)NCC1CCCO1 (stereo unspecified)	1	-2	15	.	.
49	COc1ccc2c(C(=O)CN3CCN(c4ccccc4)CC3)c[nH]c2c1	-1	-36	-4	1	1
50	CCOC(=O)CN1C(=O)C(=O)c2cc(C)ccc21	-4	-18	3	4	1.1

entry	HUVEC tox TNFa	DAT uptake mod	Smad3 FoxH1 inh	VCAM1 TNFa inh
41	.	0.27	1	.
42	-34	1	14	12
43	-19	0.54	.	-4
44	0	-0.15	.	-7
45	-18	1.6	-1	-23
46	-11	-0.38	0	9
47	-25	0.19	34	2
48	-17	0.022	.	22
49	-7	1.1	2	7
50	-7	-2.4	-19	16

Other records
entry	mol	LYP inh 2	IL1B cytotox	F-actin modifier	Calb biofilm kill	MT1-MMP txn act
51	Cc1ccc(Cl)cc1NC(=O)CSc1nnc(C)n1-c1ccccc1	12	14	-10	8	1
52	CN(Cc1ccccc1)C(=O)COC(=O)c1cc(-c2ccc(Cl)s2)nc2ccccc12	8	-8	14	.	.
53	Cc1ccnc(N2C(=O)c3ccccc3C2Nc2ccc3c(c2)OCCO3)c1 (stereo unspecified)	.	.	.	6	1.1
54	COC(=O)CN1C(=O)CSc2ncccc21	0	-13	.	.	1.1
55	CCn1c(SCC(=O)Nc2sc(C)c(C)c2C#N)nnc1C(C)C	3	-7	2	4	1.2
56	COC(=O)c1ccc(CSc2nnc(Nc3ccccc3OC)s2)o1	-6	-2	-11	.	0.9
57	O=c1[nH]cnc2scc(-c3ccc(F)cc3)c12	5	9	.	5	1
58	N[C@@H](Cc1ccccc1)c1nnc(SCc2ccccc2F)o1	-2	-18	2	6	1.2
59	CC(NC(=O)NC12CC3CC(CC(C3)C1)C2)C1CCCO1 (stereo unspecified)	-22	-26	2	8	1.2
60	CCc1cccc(CC)c1NC(=O)CN1CC(C)SC1=NC1CCCCC1 (stereo unspecified)	7	-3	-19	1	1

entry	HUVEC tox TNFa	DAT uptake mod	Smad3 FoxH1 inh	VCAM1 TNFa inh
51	12	1.2	-3	16
52	-17	-0.42	.	7
53	.	-0.26	-2	.
54	-23	0.0077	.	-6
55	.	-0.36	-1	.
56	-22	3.5*	.	24
57	.	-0.3	-6	.
58	-20	0.19	1	-7
59	-20	0.25	-3	20
60	-4	0.12	-2	-3

Five structures from above, sorted by length of the SMILES, rising:
entry	mol	LYP inh 2	IL1B cytotox	F-actin modifier	Calb biofilm kill	MT1-MMP txn act
45	Cc1c(N=Cc2ccncc2)c(=O)n(-c2ccccc2)n1C	8	-26	2	10	1.1
44	Cn1c(=O)[nH]c(=O)c2c1nc1n2CCN1Cc1ccccc1	8	-10	4	.	.
55	CCn1c(SCC(=O)Nc2sc(C)c(C)c2C#N)nnc1C(C)C	3	-7	2	4	1.2
40	CCCSc1nc2c(cnn2-c2ccc(C)c(C)c2)c(=O)[nH]1	-1	1	17	0	1.1
52	CN(Cc1ccccc1)C(=O)COC(=O)c1cc(-c2ccc(Cl)s2)nc2ccccc12	8	-8	14	.	.

entry	HUVEC tox TNFa	DAT uptake mod	Smad3 FoxH1 inh	VCAM1 TNFa inh
45	-18	1.6	-1	-23
44	0	-0.15	.	-7
55	.	-0.36	-1	.
40	-51	-1	4	16
52	-17	-0.42	.	7
